# From PubChem
# TRPN1 ag: zebrafish TRPN1 channel agonists, primary screen, cell-based, HEK293, calcium fluorescence | HEK293 zebrafish TRPN1-YFP, Fluo-8 calcium fluorescence; 100% = response to 87 µM carbachol | activation, % at 3 µM | 220,000 compounds, 0.18% hits | AID 1424, 2008;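 active = activation above its plate's cutoff, the mean activation of test wells on that plate plus 3 SD, cut at about 19% in these data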;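 also: 0% = DMSO alone and 100% = 87 µM carbachol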
#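 Material: zebrafish TRPN1-YFP in HEK293 cells. Doses: one dose of 3 µM, 0.3% DMSO. Incubation: dye 1 h 37 °C plus 30 min RT. Measured by: intracellular calcium fluorescence with Fluo-8.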
# TRPML3 ag: human TRPML3 channel agonists, primary screen, cell-based, HEK293 TRPML3-YFP, Fluo-8 calcium fluorescence, 3 µM; Mucolipin-3 (Homo sapiens), Q8TDD5; 100% = the carbachol control signal; activation, % at 3 µM; 220,000 compounds, 0.29% hits;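 active = activation above its plate's cutoff, the mean activation of the plate's test wells plus 3 SD, cut at about 12% in these data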;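 also: 0% = DMSO only wells and 100% = carbachol wells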
# Target sequence (Q8TDD5 whole entry, looked up): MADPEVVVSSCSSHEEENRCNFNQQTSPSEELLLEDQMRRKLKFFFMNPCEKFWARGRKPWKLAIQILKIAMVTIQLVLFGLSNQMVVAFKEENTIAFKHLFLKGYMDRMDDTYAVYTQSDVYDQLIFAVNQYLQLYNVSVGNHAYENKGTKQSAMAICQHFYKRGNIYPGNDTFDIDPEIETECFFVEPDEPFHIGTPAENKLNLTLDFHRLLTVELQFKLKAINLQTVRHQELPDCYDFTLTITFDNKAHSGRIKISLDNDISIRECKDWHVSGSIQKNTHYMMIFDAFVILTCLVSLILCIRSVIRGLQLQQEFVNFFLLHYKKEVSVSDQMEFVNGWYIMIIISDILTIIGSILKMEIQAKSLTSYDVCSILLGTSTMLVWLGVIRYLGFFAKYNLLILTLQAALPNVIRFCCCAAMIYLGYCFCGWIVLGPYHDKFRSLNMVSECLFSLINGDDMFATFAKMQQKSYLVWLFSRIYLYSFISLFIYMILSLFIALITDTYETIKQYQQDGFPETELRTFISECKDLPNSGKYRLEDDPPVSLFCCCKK
#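 Material: HEK293 cells stably carrying human TRPML3-YFP; compound dosing: single dose, 3 µM final nominal compound, 0.3% DMSO final; incubation: 1-h 37 °C dye load, 5-s basal, 120-s post-compound reads; technique: Fluo-8 intracellular calcium fluorescence, excitation 470-495 nm, emission 515-575 nm; read-out basis: percent activation from peak-to-basal fluorescence ratio, scaled between DMSO and carbachol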
# CHOP inh: inhibitors of CHOP promoter induction, primary screen, cell-based, unfolded protein response, luciferase reporter | AID 2732, 2010 | 220,000 compounds, 3.8% hits | inhibition, % at 10 µM | CHO-K1 CHOP-promoter luciferase, tunicamycin-induced, 15-18 h;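 active = compounds that reduced the stress-induced luciferase reporter signal by more than about 70% of percent inhibition, limit read from the data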;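 also: 0% = tunicamycin plus vehicle and 100% = wells without tunicamycin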
# p47phox inh: p47phox/p22phox peptide binding inhibitors, primary screen, biochemical, uHTS, NADPH oxidase regulatory subunit; fluorescence polarization, 2 h; inhibition, % at 24.7 µM; 220,000 compounds, 0.53% hits; AID 1274, 2008;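 active = inhibition above about 30%, limit read from the data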;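 also: 0% = p47phox with labelled peptide and 100% = labelled peptide alone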
# TNF necrop inh: inhibitors of TNF-alpha triggered necroptosis, primary screen, cell-based, Jurkat FADD-/-, single concentration | AID 463075, 2010 | activation (protection from cell death), % at 10 µM | 220,000 compounds, 0.068% hits | Jurkat FADD-/- TNF necroptosis rescue, ATP luminescence, 24 h; 0 = TNF only, 100 = no-TNF cells;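 active = activation, meaning protection from cell death, of at least 50% relative to plate controls; inactive = activation below 50%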;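 also: necroptosis triggered by 40 ng/mL TNF-alpha added together with compound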
# PPC-1+TRAIL kill: compounds killing PPC-1 cancer cells with TRAIL present, primary screen, TRAIL potentiator project, ATPLite luminescence, uHTS; PPC-1 cells + TRAIL, ATPLite viability luminescence; cell killing (% activity), % at 4 µM; 220,000 compounds, 0.41% hits; AID 1443, 2008;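 active = cell killing above 50% in the first pass at 4 µM, then a duplicate retest at 5 µM averaging 50% or more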;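 also: plate controls were cells with TRAIL plus DMSO for no effect and medium-only wells lacking cells for full effect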
# Runt-SMMHC FRET: inhibitors of RUNX1 Runt–CBFb-SMMHC binding, primary screen, biochemical, FRET, Cerulean-Runt, Venus-CBFb-SMMHC, uHTS; Runt-related transcription factor 1 (Homo sapiens) + Core-binding factor subunit beta …; Cerulean-Runt/Venus-CBFb-SMMHC FRET ratio 530/480, 1 h; inhibition, % at 20 µM; 220,000 compounds, 0.74% hits; AID 1434, 2008;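 active = mean inhibition across duplicate retests at 20 µM reaching about 50%, limit read from the data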;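 also: 0% = DMSO wells and 100% = wells with excess untagged CBFb-SMMHC; inhibitors lower the FRET ratio by blocking Runt binding to CBFb-SMMHC; some results filed as inactive read as strong as hits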
# Mdm2 ligase inh: MDM2-luciferase reporter signal enhancers, primary screen, MDM2 E3 ligase inhibitor project, cell-based, luminescence, 1536-well. E3 ubiquitin-protein ligase Mdm2 (Homo sapiens), Q00987. cell-based MDM2 ubiquitination luciferase reporter, 2 h; 0 = plate control, 100 = twice control, blank-subtracted. signal enhancement, % at 5 µM. 210,000 compounds, 0.11% hits;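 active = signal enhancement of 30% or more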;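 also: luminescence tracks abundance of the self-degrading MDM2-luciferase fusion protein; higher signal means inhibition of MDM2 E3 ligase activity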
#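 Timing – 2 h compound exposure at 37 °C · Assay system – mammalian cells stably expressing self-ubiquitinating, self-degrading MDM2 E3–luciferase fusion · Amount – 2000 cells seeded into each well · Measure – % luminescence enhancement versus blank-corrected plate control mean · Measured by – SteadyLite luminescence, 15 min reagent step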
# EBV gp42 block: Epstein-Barr virus gp42 inhibitors, primary screen, biochemical, uHTS, fluorescence polarization. Glycoprotein 42 (Epstein-Barr virus (strain AG876)), Q1HVG2. Fluorescence polarization binding assay, mP read-out. inhibition, % (tested at 21.74 µM). 220,000 compounds, 0.42% hits. AID 1085, 2008; in the data active = inhibition above about 50%
# Target sequence (Q1HVG2 whole entry, looked up): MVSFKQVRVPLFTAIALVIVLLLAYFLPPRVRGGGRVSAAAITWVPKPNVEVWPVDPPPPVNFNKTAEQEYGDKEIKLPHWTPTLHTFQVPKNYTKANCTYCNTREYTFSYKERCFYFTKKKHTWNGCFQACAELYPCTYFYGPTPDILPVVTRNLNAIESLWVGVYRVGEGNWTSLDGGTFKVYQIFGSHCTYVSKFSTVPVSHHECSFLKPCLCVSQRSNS
# * marks the source's active call; other numbers are inactive results; nt = not tested or not shown; [ ] = another dose, or the depositor's remark.
SMILES,TRPN1 ag,TRPML3 ag,CHOP inh,p47phox inh,TNF necrop inh,PPC-1+TRAIL kill,Runt-SMMHC FRET,Mdm2 ligase inh,EBV gp42 block
COc1cc(-c2nc(S(=O)(=O)c3ccc(Cl)cc3)c(N(C)C)o2)cc(OC)c1OC,3.7,0.3,-7,-11,-0.5,6,6,19,-6
CCCCCCCCn1c(=O)c(C(=O)OCC)c(O)c2ccccc21,-1.0,0.6,47,0,0.0,16,-7,-1,-2
COc1cccc(OC)c1C(=O)Nc1ccc([N+](=O)[O-])cn1,-1.2,0.7,17,0,0.7,10,-1,2,-11
O=C(CSc1ncn[nH]1)N1CCOCC1,2.5,0.5,24,2,0.3,nt,nt,5,5
O=C(CN(CCc1ccccc1)C(=O)CNS(=O)(=O)c1ccccc1)NCc1ccco1,0.5,-0.9,19,-3,-3.9,-10,1,-38,-21
NS(=O)(=O)c1ccc(NC(=O)COC(=O)c2cnc(Cl)c(Cl)c2)cc1,-0.7,-0.5,10,3,1.0,10,-4,0,-14
Cc1cc(=O)[nH]c(SCc2cccc(F)c2)n1,0.7,0.1,23,-11,-0.5,-10,-2,-9,5
COc1ccccc1NC(=O)c1ccccc1NS(C)(=O)=O,0.8,0.8,8,6,-0.9,26,1,0,-25
CCOC1=NS(=O)(=O)c2ccccc21,-1.0,0.8,-7,0,0.9,8,3,0,-24
O=C(NCc1ccccc1F)Nc1ccc([N+](=O)[O-])cc1,14,6.7,6,-10,18,5,-2,-2,0
Cc1nnc(NC(=O)CSc2nc(CC(C)C)nc3c2c(=O)n(C)c(=O)n3C)s1,-1.6,1.0,-1,5,0.1,-14,0,-3,4
Cc1c(Cc2ccccc2)sc(NC(=O)C(C)(C)C)c1C(N)=O,0.3,3.5,-1,-15,38,8,-2,-13,-12
O=C(N/N=C/C=C/c1ccco1)/C(=C/c1ccccc1)NC(=O)c1ccccc1,0.8,0.3,11,-19,3.2,12,-14,nt,5
COCCN1C(=O)N[C@@H](c2ccc(Br)cc2)C(C(C)=O)=C1C,-0.9,-0.2,2,-11,-0.6,-14,-1,nt,-6
Cc1ccc(CN(CC2CCCO2)C(=O)CN2C(=O)C(C(C)C)Oc3ccccc32)o1 (centres undefined),-1.5,0.0,16,-9,-1.7,8,0,-14,-29
CN(C)c1ccc(-c2cc([C@H]3[C@@H]4C=CCC[C@@]4(C)C(=O)N3Cc3ccccc3)ccc2F)cc1,nt,nt,61,-3,1.3,9,0,-11,-9
O=c1[nH]c2ccccc2cc1-c1nnn(-c2ccc(F)cc2)n1,-0.2,-0.2,10,-6,-0.3,50,-16,nt,-3
O=S(=O)(NCC1CCCO1)c1cnc(Cl)c(Cl)c1 (centres undefined),0.8,0.0,22,-6,-0.4,-24,2,-7,2
O=C(CSc1ccc(-c2nc3ccccc3[nH]2)cn1)N1CCN(C(=O)c2ccco2)CC1,-0.8,0.1,1,-9,-9.0,28,0,0,14
COC(=O)c1cc(C(=O)OC)cc(N2C(=O)CC(N3CCN(c4ccccc4)CC3)C2=O)c1 (centres undefined),-0.7,-0.8,1,-25,-1.2,-12,-3,7,-16
CCCCCOC(=O)NCCOC(=O)Nc1ccc(C(=O)OCC)cc1,-0.5,-0.6,84*,-8,1.6,14,-8,7,-8
CC(=O)Nc1nc(C2CC2)cc(-c2ccccc2)c1C#N,-1.9,-0.9,-10,-6,0.1,-5,-2,7,-25
CCn1ccc(C(=O)Nc2ccccc2Cl)n1,1.9,-0.2,0,6,-0.5,17,-4,-6,-3
Cc1cc(=O)oc2cc(OCCSCCN3CCCC3)ccc12,0.3,0.0,22,0,5.3,-6,-2,-9,-12

# Limited to CHOP inh, for three of the compounds above:
mol	CHOP inh
O=C(CSc1ncn[nH]1)N1CCOCC1	24
O=C(CN(CCc1ccccc1)C(=O)CNS(=O)(=O)c1ccccc1)NCc1ccco1	19
NS(=O)(=O)c1ccc(NC(=O)COC(=O)c2cnc(Cl)c(Cl)c2)cc1	10

# (continued)
SMILES,TRPN1 ag,TRPML3 ag,CHOP inh,p47phox inh,TNF necrop inh,PPC-1+TRAIL kill,Runt-SMMHC FRET,Mdm2 ligase inh,EBV gp42 block
COc1ccc(/C=C/C(=O)OCC(=O)c2c(C)[nH]c3ccccc23)cc1OC,2.8,-0.1,-16,-20,-4.0,20,-3,0,-7
CC1CC(C)CN(S(=O)(=O)c2ccc(Oc3ccc([N+](=O)[O-])cc3)cc2)C1 (centres undefined),-0.2,1.1,40,-6,0.7,-3,0,-3,4
COc1ccc(NC(=O)/C(=C/c2cccnc2)NC(=O)c2cccs2)cc1,0.4,0.2,26,-2,2.4,4,5,nt,5
COC(=O)Cc1nnc(NC(=O)C(C)C)s1,4.2,0.4,-24,-1,1.2,-16,1,-13,4
COc1ccc(C(=O)NC2CCN(C(=S)Nc3cccc(C)c3C)CC2)cc1,1.6,0.5,5,-8,-0.9,29,-9,-11,-7
CC1CCCN(c2nc3ccccc3nc2C(C#N)C(=O)OC2CCCCC2)C1 (centres undefined),0.6,0.8,13,-11,0.5,3,-45,-12,-11
Cc1cc(NC(=O)c2c(-c3c(F)cccc3Cl)noc2C)no1,0.7,-0.5,-22,-6,0.9,35,2,-1,-10
CCOC(=O)C(c1ccccc1)C(Nc1ccc(F)cc1)c1ccccn1 (centres undefined),-3.3,-1.4,4,-4,-6.8,21,1,-14,-6
O=C(CSc1ccccc1[N+](=O)[O-])NC1CCS(=O)(=O)C1 (centres undefined),0.1,1.6,-5,-7,0.8,22,-4,-7,-2
O=C(NCC(c1ccco1)N1CCCC1)c1ccccc1F (centres undefined),1.2,1.6,4,-10,-0.6,-3,0,-19,-16
COC(Cn1c2c(c3cc(C)ccc31)CCCC2NCc1ccccc1)OC (centres undefined),-1.5,0.1,37,-7,-3.0,2,1,5,-13
COc1ccc(Cl)cc1-c1nc(N)nc(N(C)C)n1,-0.4,0.5,23,-1,0.1,2,2,1,-1

# CHOP inh: entries above that show a hit
structure | TRPML3 ag | CHOP inh | p47phox inh | Runt-SMMHC FRET | EBV gp42 block
CCCCCOC(=O)NCCOC(=O)Nc1ccc(C(=O)OCC)cc1 | -0.6 | 84* | -8 | -8 | -8

# The results go on.
SMILES,TRPN1 ag,TRPML3 ag,CHOP inh,p47phox inh,TNF necrop inh,PPC-1+TRAIL kill,Runt-SMMHC FRET,Mdm2 ligase inh,EBV gp42 block
Cc1oc2c(c(=O)c1C)C(=O)CC(c1ccccc1)C2 (centres undefined),1.4,0.8,27,-9,-1.3,-2,-7,-17,-10
O=C(CCS(=O)(=O)c1ccc(Br)cc1)Nc1ccccn1,3.0,1.2,8,-6,0.9,66*,2,-10,3
CC(=O)c1cccc(NC(=O)NNC(=O)CCC(=O)Nc2ccc(C)c(C)c2)c1,-0.7,0.5,6,-39,0.6,14,2,-9,-6
O=C(Nc1ccccc1C(=O)N1CCCCC1)NC1CCCCC1,-1.5,0.3,31,-5,-0.2,8,-5,-5,-18
Fc1ccc(NC(=S)NC2CC3CCCC(C2)N3Cc2cccs2)cc1 (centres undefined),1.2,1.1,-18,1,-0.8,nt,nt,-13,-7
COc1ccc(C)c(NC(=O)C2CC(=O)NC3=C2C(=O)CCC3)c1 (centres undefined),2.0,0.5,6,-6,-0.3,10,-1,-6,-4
O=C(OCCN1CCCCC1)c1ccccc1Cl,-1.4,-0.1,-9,-8,0.8,2,0,-17,-18
COc1ccc(C(=O)CSc2n[nH]c(=O)[nH]c2=O)cc1,1.8,0.6,18,4,0.3,10,2,-19,-8
CCc1ccccc1N(CC(=O)Nc1cccc(N(C)S(C)(=O)=O)c1)S(C)(=O)=O,1.0,0.4,15,7,-1.1,9[5 µM],-1,-25,3
Cc1c(N2C(=O)c3ccc4c5c(ccc(c35)C2=O)CC4)c(=O)n(-c2ccccc2)n1C,-0.1,-0.6,9,11,-1.1,34,-5,-8,79*
Cc1ccc(S(=O)(=O)NN2C(=O)c3ccccc3NC2c2ccccn2)cc1 (centres undefined),-0.2,0.5,21,-7,-0.5,-14,0,11,-12
Cc1ccc(-c2cc3c(n2-c2ccc(C(=O)O)cc2)CCCC3=O)cc1,2.0,1.0,10,-10,-0.2,18,2,2,-11
O=C(CNc1ccc(F)cc1)N/N=C/C1CC=CCC1 (centres undefined),0.5,-0.6,5,-4,0.5,12,-1,-7,-6
CCn1cc(C(=O)O)c(=O)c2cc(F)c(N3CCN(C(=S)Nc4ccccc4OC)CC3)cc21,1.4,0.2,-15,1,-0.1,-11,0,4,3
Cc1ccccc1OCc1nc(-c2cccnc2)no1,-1.3,0.6,3,-11,2.4,nt,nt,-21,3
COc1ccc(C(=O)Cn2nnc(-c3ccccc3-n3cnnn3)n2)cc1,2.4,0.8,-14,-5,-2.9,10,2,-12,12
O=C(N/C=N/O)C1=NOC(CNc2ncc(C(F)(F)F)cc2Cl)C1 (centres undefined),-1.4,-0.3,16,21,-3.2,1,2,-9,-3
CCN(CC)CC(=O)Nc1sc2c(c1C(=O)c1ccccc1C)CCC2,0.5,0.2,31,-5,1.2,nt,nt,7,-1
FC(F)(F)c1cnc(C(c2ccccc2)c2ncn[nH]2)c(Cl)c1 (centres undefined),-0.3,0.6,-7,2,-0.3,15,-3,-8,7
CCS(=O)(=O)N1CCCC(C(=O)NCCN2CCC(Cc3ccccc3)CC2)C1 (centres undefined),0.8,0.8,59,-23,-0.4,13,2,1,-10
CN1CCN(C(=O)c2cccc(COc3cc(Cl)ccc3Cl)c2)CC1,0.9,0.6,-10,-4,1.0,-36,1,15,-1
Cn1cnc(S(=O)(=O)N2CCN(c3ccc(F)cc3)CC2)c1,1.5,0.8,7,-10,0.4,4,0,0,2
COc1ccccc1NC(=S)NCc1ccco1,-0.3,0.2,23,-5,-3.6,16,1,-4,-9
CCn1c2ccccc2c2nnc(SCC(=O)Nc3c(C)n(C)n(-c4ccccc4)c3=O)nc21,1.5,0.1,-2,-7,-4.8,5,5,9,0
